DRD3 antagonist: antagonists of human D3 dopamine receptor | P35462 | D3R cells, DiscoveRx beta-arrestin luminescence, antagonist mode; active compounds read low | max response, negative = inhibition, % | 360,000 compounds, 2.5% hits; in the data active means max response below about -50%; inconclusive means no clear call, values can overlap the other calls; further: on the % scale 0 is the no-effect control and ±100 the full control effect; mostly tested at two doses, the higher about 12 µM
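Cells plated overnight at 1500 cells/well, then exposed to library compounds with dopamine controls for 90 minutes at 37 degrees C. DiscoveRx reagent added for 30–60 minutes at room temperature; luminescence read, quantitative HTS format.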
GLP-1R agonist: activates the human GLP-1 receptor. P43220. HEK293 GLP-1R CRE-luciferase, luminescence, 4-6 h; cells express a hypersensitive GLP-1R form. Potency, µM (doses to about 45.6 µM), for the others: top-dose activation, hits mostly activators. 380,000 compounds, 0.007% hits. AID 624172; further: potency means the concentration at half of the fitted maximal effect; % of control where 0% means no effect
IL2 activator: IL-2 activation; activation, % (series mostly up to about 46 µM); 360,000 compounds, 0.065% hits; IL-2 activation reporter assay, cell-based qHTS; stimulated with anti-CD3/CD4/CD28 beads; in transgenic mouse T cells; in the data active means activation above about 50%; inconclusive means mostly about 30% to 49%; further: 0% is about no effect
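Unstimulated transgenic mouse T cells; 60-min compound exposure; bead-based TCR/CD4/CD28 stimulation; 18 h culture, 37 degrees C; dual fluorescence (EGFP, DsRed) plate cytometry.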
WRN helicase inh: inhibitors of human WRN helicase. 360,000 compounds, 0.46% hits. Q14191. Potency, µM (top dose mostly 114 µM), without a hit: top-dose activity change, negative = inhibition, most hits filed as inhibitors. WRN helicase unwinding, fluorescent forked duplex, kinetic; further: potency means the concentration at half of the fitted maximal effect; on the % scale 0 is the no-effect control and ±100 the full control effect; nearly all actives have a fitted effect of over 55% in size
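Primary qHTS, 1536-well format. 20 nM WRN + compound, 15 min RT; start with 100 nM forked fluorophore/quencher duplex, 2 mM ATP (final); kinetic read ex 525/em 598 nm.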
HEK293 tox: cytotoxicity counter-screen for GLP-1 receptor inverse agonists; HEK293 cAMP-luciferase reporter cells, luminescence, 24 h; Potency, µM (doses to about 38.3 µM), inactives show at the highest dose activity change, negative = inhibition, actives largely listed as inhibitors; 410,000 compounds, 0.13% hits; AID 624418;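 further: loss of luciferase light is scored as toxicity; potency means the concentration at half of the fitted maximal effect; on the % scale 0 is the no-effect control and ±100 the full control effect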
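1536-well qHTS counterscreen of the MLSMR; 200 cells/uL, 12 h pre-incubation, 23 nL cpd, 24 h at 37 deg C 5% CO2, luciferase detection reagent, 12 min RT, luminescence. Inhibition = undesired.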
GLP1R inv ag: GLP-1 receptor (human) inverse agonism; HEK293 GLP-1R CRE-luciferase, luminescence, 24 h; GLP-1R form is constitutively active; AID 624417; P43220; 410,000 compounds, 1.6% hits; Potency, µM (highest dose often 38.3 µM), for inactives: top-dose activity change, negative = inhibition, actives largely listed as inhibitors; further: potency means the concentration at half of the fitted maximal effect; on the % scale 0 is the no-effect control and ±100 the full control effect; nearly all actives have a fitted effect of over 55% in size
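qHTS in 1536-well format: reporter HEK293 cells expressing constitutive GLP-1R activity in DMEM + 10% Nu serum, 24 hr with compounds at 37 deg C, luminescence read after 12 min with detection reagent.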
PI5P4Ka inh: blocks human PI5P4K alpha kinase activity; P48426; PI5P4Kalpha enzyme, ADP-Glo luminescence, 60 min; active compounds read low; max response, %; 330,000 compounds, 1.2% hits; AID 652105; active means max response of -50% or lower; inconclusive means between -30% and -50%; inactive means -30% or higher; further: value at the top dose of about 77 µM; on the % scale 0 is the no-effect control and ±100 the full control effect
Target sequence (P48426 whole entry, looked up): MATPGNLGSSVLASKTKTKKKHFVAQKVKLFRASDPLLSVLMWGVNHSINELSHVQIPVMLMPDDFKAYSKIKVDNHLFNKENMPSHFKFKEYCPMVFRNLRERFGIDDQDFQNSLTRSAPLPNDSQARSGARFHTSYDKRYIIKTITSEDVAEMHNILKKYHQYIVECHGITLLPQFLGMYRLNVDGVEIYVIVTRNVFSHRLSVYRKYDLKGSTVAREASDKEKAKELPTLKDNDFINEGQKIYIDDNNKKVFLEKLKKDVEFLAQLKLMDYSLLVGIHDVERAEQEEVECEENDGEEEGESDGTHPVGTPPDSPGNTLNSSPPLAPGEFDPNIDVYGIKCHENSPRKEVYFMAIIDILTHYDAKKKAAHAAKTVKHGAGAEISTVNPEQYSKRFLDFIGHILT
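qHTS, 1536-well: enzyme/substrate mix, compound by pin tool, 5 microM ATP final; RT 60 min; ADP-Glo reagents 1 (45 min) then 2 (30 min); luminescence.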
DRD3 agonist: D3 dopamine receptor (human) agonism; 410,000 compounds, 0.58% hits; D3R DiscoveRx beta-arrestin cells, luminescence, 90 min; P35462; AID 652048; max activation, %; in the data active means max activation above about 30%; further: 0% is about no effect; mostly tested at two doses, the higher about 12 µM
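Agonist-mode cell screen: cells plated at 1500/well and incubated overnight at 37 °C, then exposed to library compounds for 90 min at 37 °C. Detection reagent was added for 30–60 min at room temperature, and luminescence was read.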
PLK1 PBD inh: PLK1 (human) polo-box domain binding inhibition; P53350; Potency, µM, for the others: max response, negative = inhibition, usual class: inhibitors; 360,000 compounds, 2.8% hits; Plk1 PBD binding of FITC phosphopeptide, fluorescence polarization; further: potency means the concentration at half of the fitted maximal effect; series mostly up to about 57 µM; on the % scale 0 is the no-effect control and ±100 the full control effect; nearly all actives have a fitted effect of over 65% in size
Target sequence (P53350 whole entry, looked up, the tested form may be a part): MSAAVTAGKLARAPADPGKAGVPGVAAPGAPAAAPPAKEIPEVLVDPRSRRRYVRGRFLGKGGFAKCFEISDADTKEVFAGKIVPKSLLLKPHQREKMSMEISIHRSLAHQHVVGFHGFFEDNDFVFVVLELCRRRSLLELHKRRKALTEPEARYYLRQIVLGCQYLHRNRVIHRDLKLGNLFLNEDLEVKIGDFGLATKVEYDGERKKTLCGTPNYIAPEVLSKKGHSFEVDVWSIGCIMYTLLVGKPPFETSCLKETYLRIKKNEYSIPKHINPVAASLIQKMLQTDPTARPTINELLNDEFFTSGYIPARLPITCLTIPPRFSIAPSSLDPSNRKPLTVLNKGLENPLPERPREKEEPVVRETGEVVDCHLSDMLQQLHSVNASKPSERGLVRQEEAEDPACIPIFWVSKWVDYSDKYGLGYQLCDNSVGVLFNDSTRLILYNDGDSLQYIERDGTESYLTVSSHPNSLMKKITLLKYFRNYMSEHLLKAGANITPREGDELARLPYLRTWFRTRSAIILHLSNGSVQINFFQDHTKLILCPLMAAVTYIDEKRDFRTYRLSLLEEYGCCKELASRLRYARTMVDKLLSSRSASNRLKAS
* marks the source's active call; other numbers are inactive results; [ ] = dose if it differs, or a comment. Unless noted, the call rests on the fitted dose curve; in most records, active means well fitted curve in the direction sought with a large enough effect; inconclusive means small, poorly fitted or top-dose-only effect, or another doubt; inactive means no such curve, though single readings can be large; an effect the other way counts as inactive or inconclusive.

How did CCOC(=O)N1CCN(S(=O)(=O)c2ccc(C(=O)N(CCCN(C)C)c3nc4cc(OC)ccc4s3)cc2)CC1 do in these assays?
DRD3 antagonist: 35; GLP-1R agonist: -7%; IL2 activator: 0.1; WRN helicase inh: -12%; HEK293 tox: 0%; GLP1R inv ag: inconclusive; PI5P4Ka inh: 1; DRD3 agonist: -4; PLK1 PBD inh: -5%

What do the screens show for `Cc1ccc(NC(=O)Nc2cccs2)c(Cl)c1`?
DRD3 antagonist: 33; GLP-1R agonist: 2%; IL2 activator: -4.1; WRN helicase inh: -7%; HEK293 tox: -7%; GLP1R inv ag: inconclusive; PI5P4Ka inh: -1; DRD3 agonist: 0; PLK1 PBD inh: 2%

What do the screens show for `CCOCCC(=O)Nc1nnc(CCc2ccccc2)s1`?
DRD3 antagonist: 73; GLP-1R agonist: -1%; IL2 activator: 4.0; WRN helicase inh: 2%; HEK293 tox: -10%; GLP1R inv ag: 10%; PI5P4Ka inh: -7; DRD3 agonist: -6; PLK1 PBD inh: -7%

What do the screens show for `COc1ccc(CCNC(=O)Cc2ccc(Cl)cc2)cc1OC`?
DRD3 antagonist: 11; GLP-1R agonist: 0%; IL2 activator: 0.1; WRN helicase inh: 3%; HEK293 tox: 5%; GLP1R inv ag: -3%; PI5P4Ka inh: -2; DRD3 agonist: 1; PLK1 PBD inh: -2%

How did COc1ccc(S(=O)(=O)Nc2ccc(-n3cccc3)cc2)cc1 do in these assays?
DRD3 antagonist: 3; GLP-1R agonist: 8%; IL2 activator: -0.9; WRN helicase inh: -6%; HEK293 tox: 3%[7.66 µM]; GLP1R inv ag: -1%[7.66 µM]; PI5P4Ka inh: -17; DRD3 agonist: -1; PLK1 PBD inh: inconclusive

How did CCC(C)C(NC(=O)c1ccc(Cl)cc1Cl)C(=O)O (stereo not given) do in these assays?
DRD3 antagonist: 1; GLP-1R agonist: 0%; IL2 activator: 1.2; WRN helicase inh: -1%; HEK293 tox: -18%; GLP1R inv ag: 5%; PI5P4Ka inh: 8; DRD3 agonist: -1; PLK1 PBD inh: -2%

What do the screens show for `Cc1cc(=O)[nH]c(SCC(=O)Nc2ccc(F)c([N+](=O)[O-])c2)n1`?
DRD3 antagonist: -6; GLP-1R agonist: 2%; IL2 activator: 0.0; WRN helicase inh: -7%; HEK293 tox: -5%; GLP1R inv ag: 8%; PI5P4Ka inh: -10; DRD3 agonist: 2; PLK1 PBD inh: -5%

How did COc1ccccc1N/N=C(\C#N)C(=N)N1CCOCC1 do in these assays?
DRD3 antagonist: 6; GLP-1R agonist: 2%; IL2 activator: 0.5; WRN helicase inh: -8%; HEK293 tox: inconclusive; GLP1R inv ag: -28%; PI5P4Ka inh: -5; DRD3 agonist: 3; PLK1 PBD inh: 0%

What do the screens show for `COC(=O)Cc1[nH]n(-c2ccccc2)c(=O)c1C=Nc1ccc(C)cc1`?
DRD3 antagonist: -9; GLP-1R agonist: 18%; IL2 activator: 0.7; WRN helicase inh: 2%; HEK293 tox: -14%; GLP1R inv ag: inconclusive; PI5P4Ka inh: 5; DRD3 agonist: -2; PLK1 PBD inh: -8%

Results for Nc1nc(NC2CCCC2)cc(=O)[nH]1 ?
DRD3 antagonist: -15; GLP-1R agonist: -2%; IL2 activator: -0.3; WRN helicase inh: -10%; HEK293 tox: 12%; GLP1R inv ag: 29%; PI5P4Ka inh: -7; DRD3 agonist: 1; PLK1 PBD inh: 0%

Results for COCc1cccc(N2C(=O)CC(C3C=C(C)C4C(=O)N(c5cccc(COC)c5)C(=O)C4C3)C2=O)c1 (stereo not given) ?
DRD3 antagonist: 4; GLP-1R agonist: -2%; IL2 activator: 4.3; WRN helicase inh: -2%; HEK293 tox: 13%; GLP1R inv ag: 5%; PI5P4Ka inh: 1; DRD3 agonist: 11; PLK1 PBD inh: -11%

What do the screens show for `CC(=O)c1cc(-c2ccccc2)[nH]c1N1CCOCC1`?
DRD3 antagonist: -10; GLP-1R agonist: -15%; IL2 activator: 0.4; WRN helicase inh: -7%; HEK293 tox: 0%; GLP1R inv ag: -3%; DRD3 agonist: -5; PLK1 PBD inh: -14%

Ordered by formula weight (high to low): 3 of the compounds above.
How did CCOC(=O)N1CCN(S(=O)(=O)c2ccc(C(=O)N(CCCN(C)C)c3nc4cc(OC)ccc4s3)cc2)CC1 do in these assays?
DRD3 antagonist: 35; GLP-1R agonist: -7%; IL2 activator: 0.1; WRN helicase inh: -12%; HEK293 tox: 0%; GLP1R inv ag: inconclusive; PI5P4Ka inh: 1; DRD3 agonist: -4; PLK1 PBD inh: -5%

What do the screens show for `COC(=O)Cc1[nH]n(-c2ccccc2)c(=O)c1C=Nc1ccc(C)cc1`?
DRD3 antagonist: -9; GLP-1R agonist: 18%; IL2 activator: 0.7; WRN helicase inh: 2%; HEK293 tox: -14%; GLP1R inv ag: inconclusive; PI5P4Ka inh: 5; DRD3 agonist: -2; PLK1 PBD inh: -8%

What do the screens show for `Cc1cc(=O)[nH]c(SCC(=O)Nc2ccc(F)c([N+](=O)[O-])c2)n1`?
DRD3 antagonist: -6; GLP-1R agonist: 2%; IL2 activator: 0.0; WRN helicase inh: -7%; HEK293 tox: -5%; GLP1R inv ag: 8%; PI5P4Ka inh: -10; DRD3 agonist: 2; PLK1 PBD inh: -5%

(more compounds)
Results for Cc1cc(C)n(C(=O)CNC(=O)c2cccc(Br)c2)n1 ?
DRD3 antagonist: -13; GLP-1R agonist: 4%; IL2 activator: -2.2; WRN helicase inh: -9%; HEK293 tox: -9%; GLP1R inv ag: -17%; PI5P4Ka inh: 3; DRD3 agonist: -7; PLK1 PBD inh: -3%

How did COc1cc(CC(=O)Nc2cccc(S(=O)(=O)N(C)c3ccccc3)c2)cc(OC)c1OC do in these assays?
DRD3 antagonist: 14; GLP-1R agonist: 7%; IL2 activator: -0.9; WRN helicase inh: -7%; HEK293 tox: -12%; GLP1R inv ag: inconclusive; PI5P4Ka inh: -3; DRD3 agonist: 0; PLK1 PBD inh: -15%

Results for Cc1ccc(NC(=O)COC(=O)C2CCN(c3ccc(C(F)(F)F)cn3)CC2)cc1C ?
DRD3 antagonist: 16; GLP-1R agonist: -13%; IL2 activator: -4.2; WRN helicase inh: -3%; HEK293 tox: -1%; GLP1R inv ag: -14%; PI5P4Ka inh: 16; DRD3 agonist: 12; PLK1 PBD inh: 2%

How did CCOC(=O)c1oc2ccccc2c1NC(=O)c1ccccc1OC do in these assays?
DRD3 antagonist: 39; GLP-1R agonist: 19%; IL2 activator: -3.2; WRN helicase inh: -14%; HEK293 tox: -16%; GLP1R inv ag: 0%; DRD3 agonist: 50*; PLK1 PBD inh: 0%

Results for Cc1ccc(NC(=O)CSc2n[nH]c(-c3ccco3)n2)cc1 ?
DRD3 antagonist: 11; GLP-1R agonist: -12%; IL2 activator: 2.2; WRN helicase inh: 2%; HEK293 tox: 5%[0.307 µM]; GLP1R inv ag: 7%[0.307 µM]; PI5P4Ka inh: -3; DRD3 agonist: 0; PLK1 PBD inh: -6%

What do the screens show for `Cc1ccc(CNC(=O)CCc2nc(-c3cccs3)no2)cc1`?
DRD3 antagonist: -6; GLP-1R agonist: 11%; IL2 activator: -2.2; WRN helicase inh: 8%; HEK293 tox: -8%; GLP1R inv ag: inconclusive; PI5P4Ka inh: 8; DRD3 agonist: -7; PLK1 PBD inh: 7%

What do the screens show for `O=C(c1ccc(Cl)cc1)c1c[nH]c(C(=O)NNc2ccccc2)c1`?
DRD3 antagonist: inconclusive; GLP-1R agonist: 2%; IL2 activator: 1.1; WRN helicase inh: -18%; HEK293 tox: inconclusive; GLP1R inv ag: 2µM*; PI5P4Ka inh: -21; DRD3 agonist: -7; PLK1 PBD inh: -19%

What do the screens show for `CC[C@@H]1Cc2[nH][nH]c(=O)c2[C@@H](c2ccc(F)cc2)O1`?
DRD3 antagonist: 20; GLP-1R agonist: 0%; IL2 activator: -0.2; WRN helicase inh: 1%; HEK293 tox: 5%; GLP1R inv ag: 17%; PI5P4Ka inh: -1; DRD3 agonist: 4; PLK1 PBD inh: -2%

Results for CCCCC(CC)CNC(=O)c1ccc2c(=O)n(Cc3ccc(OC)cc3)c(=O)[nH]c2c1 (stereo not given) ?
GLP-1R agonist: 0%; HEK293 tox: -4%; GLP1R inv ag: 20%; DRD3 agonist: 1

How did COc1ccccc1CNC(=O)CCn1c(=O)c2ccccc2n(CC(=O)Nc2ccc(Br)cc2F)c1=O do in these assays?
GLP-1R agonist: -3%; HEK293 tox: 12%; GLP1R inv ag: -2%; DRD3 agonist: -13

Results for Cc1cc(C)cc(NC(=O)N2CCN(C)c3ncccc32)c1 ?
GLP-1R agonist: 0%; HEK293 tox: -7%; GLP1R inv ag: 8%; DRD3 agonist: -2

What do the screens show for `CCCCN(C(=O)NC(=O)Nc1c(C)cc(C)cc1C)S(C)(=O)=O`?
DRD3 antagonist: 15; GLP-1R agonist: 4%; IL2 activator: -1.0; WRN helicase inh: -12%; HEK293 tox: 3%; GLP1R inv ag: 10%; DRD3 agonist: -4; PLK1 PBD inh: 0%

How did O=C(O)C1CCN(c2ncccn2)CC1 do in these assays?
DRD3 antagonist: -25; GLP-1R agonist: 5%; IL2 activator: 0.2; WRN helicase inh: 1%; HEK293 tox: 13%; GLP1R inv ag: -1%; PI5P4Ka inh: 2; DRD3 agonist: -8; PLK1 PBD inh: -8%

What do the screens show for `COc1ccc2c(c1)-c1nc(/N=C/c3ccc(O)cc3)sc1CC2`?
DRD3 antagonist: -2; GLP-1R agonist: -2%; IL2 activator: 1.3; WRN helicase inh: -2%; HEK293 tox: -3%; GLP1R inv ag: 7%; PI5P4Ka inh: -4; DRD3 agonist: -11; PLK1 PBD inh: -10%

What do the screens show for `CC1(C)CC2=C(CO1)C(=S)NC(c1ccccc1)N2CC1CCCO1` (stereo not given)?
DRD3 antagonist: inconclusive; GLP-1R agonist: 4%; IL2 activator: -3.3; WRN helicase inh: 11%; HEK293 tox: inconclusive; GLP1R inv ag: -11%; PI5P4Ka inh: 2; DRD3 agonist: 0; PLK1 PBD inh: -9%

Screening data (PubChem BioAssay)
